Compound activity: PubChem, several laboratories
MBD2 DNA inh: inhibitors of MBD2 binding to methylated DNA, primary screen, biochemical, TR-FRET, DNA-binding domain, human. 0.31% of 370,000 active. inhibition, % at 4.4 µM. MBD2 binding to methylated oligonucleotide; in the data active means inhibition above about 13%
TCR CD3 inh: inhibitors of human TCR-CD3 interaction, primary screen, biochemical, fluorescence, TAMRA-labeled TCR probe; AID 651800, 2012; 0.37% of 360,000 active; T-cell receptor (TCR); inhibition, % at 9.4 µM; in the data active means inhibition above about 19%;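 further: recombinant mutant TCR 2C K166C tagged with TAMRA read by polarization; 0% = receptor in buffer alone and 100% = receptor with positive control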
PRMT1 FP inh: PRMT1 methyltransferase inhibitors, primary screen, biochemical, fluorescence polarization | Protein arginine N-methyltransferase 1 (Homo sapiens), Q99873 | recombinant PRMT1, activity-based probe fluorescence polarization | inhibition, % at 2.79 µM | 1.3% of 370,000 active | AID 652257, 2013;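 active means inhibition above about 21% made by adding two undisclosed values, limit read from the data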
SIAE inh: human SIAE inhibitors, primary screen, biochemical, fluorescence polarization, FP-Rh probe, 1536-well HTS | Sialate O-acetylesterase (Homo sapiens), Q9HAT2 | SIAE FP-Rh probe binding | inhibition, % at 9.66 µM | 0.69% of 370,000 active | AID 1053197, 2014;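 active means inhibition above a cutoff: mean of compounds within the control limits plus 3 SD of those, cut at about 17% in these data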;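 further: 0% = plate median of compound wells and 100% = probe without SIAE protein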
ABHD4 inh: ABHD4 inhibitors, primary screen, biochemical, fluorescence polarization, mouse. (Lyso)-N-acylphosphatidylethanolamine lipase (Mus musculus), Q8VD66. purified mABHD4, FP-Rh probe fluorescence polarization. inhibition, % at 8.92 µM. 0.54% of 370,000 active;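 active means inhibition exceeding the mean over every tested compound plus 3 SD, cut at about 30% in these data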;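 further: 0% = plate median of compound wells and 100% = S159A mutant with DMSO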
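assay system = mABHD4 protein | compound dosing = single nominal dose of 8.92 µM, 0.89% DMSO final | read-out basis = percent inhibition of probe binding, normalized to plate controls | schedule = Enzyme–compound pre-incubation 45 min, then probe 60 min, both 25 °C | detection = fluorescence polarization, excitation 525 nm, emission 598 nm, BODIPY TMR filters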
HTRA1 inh: HTRA1 serine protease inhibitors, primary screen, biochemical, fluorescence polarization, HTS | recombinant HTRA1, FP-rhodamine activity-based probe | inhibition, % at 5.96 µM | 0.5% of 340,000 active; in the data active means inhibition above about 36%;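 further: 0% = enzyme with DMSO and 100% = wells lacking enzyme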
Target sequence (Q92743 whole entry, looked up): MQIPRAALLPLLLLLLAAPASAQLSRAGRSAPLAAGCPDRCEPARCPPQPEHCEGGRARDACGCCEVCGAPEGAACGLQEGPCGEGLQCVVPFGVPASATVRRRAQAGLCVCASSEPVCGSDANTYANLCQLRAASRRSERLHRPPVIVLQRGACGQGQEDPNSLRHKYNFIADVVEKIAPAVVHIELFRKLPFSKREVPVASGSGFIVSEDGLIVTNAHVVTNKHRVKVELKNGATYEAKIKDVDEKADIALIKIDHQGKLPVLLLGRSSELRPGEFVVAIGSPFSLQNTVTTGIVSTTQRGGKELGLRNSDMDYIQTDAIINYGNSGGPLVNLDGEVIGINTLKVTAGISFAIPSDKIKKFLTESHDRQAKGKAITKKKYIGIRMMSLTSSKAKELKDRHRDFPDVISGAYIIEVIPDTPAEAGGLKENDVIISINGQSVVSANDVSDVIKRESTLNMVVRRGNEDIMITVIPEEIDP
TDP2 absorb: human TDP2 enzyme inhibitors, primary screen, biochemical, epi absorbance, recombinant enzyme; inhibition, % at 12.8 µM; T5PNP hydrolysis, p-nitrophenol absorbance 415 nm; Tyrosyl-DNA phosphodiesterase 2 (Homo sapiens), O95551; 0.34% of 370,000 active;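 active means inhibition above the mean of all tested compounds plus 3 SD, set per campaign, cut at about 25% in these data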;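 further: 0% = DMSO with enzyme and 100% = buffer with substrate but no TDP2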
Target sequence (O95551 whole entry, looked up): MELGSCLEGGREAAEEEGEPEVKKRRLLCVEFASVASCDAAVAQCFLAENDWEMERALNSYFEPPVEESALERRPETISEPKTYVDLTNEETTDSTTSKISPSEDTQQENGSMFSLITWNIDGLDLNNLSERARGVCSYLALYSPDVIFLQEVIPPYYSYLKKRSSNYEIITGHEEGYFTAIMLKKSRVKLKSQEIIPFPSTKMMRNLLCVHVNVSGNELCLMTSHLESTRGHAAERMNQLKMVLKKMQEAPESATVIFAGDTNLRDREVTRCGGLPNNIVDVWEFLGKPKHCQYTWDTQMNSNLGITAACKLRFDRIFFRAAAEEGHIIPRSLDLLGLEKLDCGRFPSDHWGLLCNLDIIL
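System: recombinant human TDP2 / Amount: 120 nM TDP2 per well / Also added: 5 mM T5PNP chromogenic substrate / Doses: 12.8 µM single point, 1% DMSO / Incubation: 2 h at 37 °C / Detection: p-Nitrophenol epi absorbance / Evaluation: % inhibition relative to enzyme-containing and enzyme-free wells / Repeats: singlicate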
LEDGF integ inh: blockers of LEDGF/p75-dependent integrase strand transfer – biochemical, TR-FRET, high throughput, primary screen | HIV-1 integrase (with human LEDGF/p75) | TR-FRET IN-LEDGF/p75 DNA integration, Eu/Cy5 | inhibition, % at 3.7 µM | 0.64% of 370,000 active;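 active means inhibition above the screen-wide mean plus 3 SD, cut at about 13% in these data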;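 further: signal is the Cy5 over europium emission ratio at 671 and 618 nm; 0% = plate median of compound wells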
rCAG binder: binders of r(CAG) RNA repeats, primary screen, biochemical, fluorescence; 1.3% of 370,000 active; r(CAG) RNA repeat, TO-PRO-1 dye displacement fluorescence; inhibition, % at 3 µM;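 active means inhibition above the plate cutoff, the mean of all test compounds on that plate plus 3 SD, cut at about 35% in these data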;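 further: 0% = DMSO alone and 100% = 100 µM mitoxantrone as full dye displacement; higher means more dye released from RNA so lower well fluorescence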
GC-B act: human GC-B receptor activators, primary screen, HEK293 GC-B cells, cGMP TR-FRET, EC30 CNP; Atrial natriuretic peptide receptor 2 (Homo sapiens), P20594; 0% at EC30 CNP, 100% saturating CNP; activation, % at 10 µM; 0.11% of 370,000 active; AID 1920062, 2024;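 active means activation at 10 µM reaching about 35% in either raw or pattern-adjusted values, limit read from the data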
* = called active by the depositor; / = not tested or not shown; & = joins results of further samples. Some of the compounds tested; the hit share may differ from the screen's.

SMILES	MBD2 DNA inh	TCR CD3 inh	PRMT1 FP inh	SIAE inh	ABHD4 inh	HTRA1 inh	TDP2 absorb	LEDGF integ inh	rCAG binder	GC-B act
CC(=O)Nc1ccc(NC(=O)CCC(=O)Oc2ccc(C)cc2)cc1	-3	-6	-3	2	1	-3	8	1	1	6
COc1ccc(CC(=O)NNC(=O)CSc2nc(C)c(C)c(=O)[nH]2)cc1	-2	-3	-2	2	-2	7	-10	-1	1	1
CCCN(CCC)S(=O)(=O)c1ccc(C(=O)Nc2c(C)n(C)n(-c3ccccc3)c2=O)cc1	-2	8	-2	1	-2	-17	4	-1	-7	2
O=C(CN1CCN(CN2C(=O)NC3(CCCCCC3)C2=O)CC1)Nc1cccc(F)c1	-4	-11	1	7	-1	5	1	-1	-2	0
CS(=O)(=O)c1ccc(Cl)c(NC(=O)CSc2nnc3n2CCCCC3)c1	-2	7	-4	-1	-3	5	0	-1	3	-3
Cc1ccc(N2CC(C(=O)N3CCCCCC3)CC2=O)cc1 (stereo not given)	7	1	8	0	-13	3	-7	0	-3	-1
Cc1cc(NC(=O)c2c(-c3ccccc3Cl)noc2C)no1	-7	5	1	0	-3	-4	-1	6	-3	-3
C=CCNc1ncnc2c1ncn2[C@H]1CN(Cc2ccc(F)cc2)C[C@@H](CO)O1	-2	9	-6	-2	-1	/	-9	3	4	6
COc1ccc(OC)c(NC(=O)CN(Cc2ccccc2)S(C)(=O)=O)c1	-1	5	-2	-6	0	0	-2	5	-4	3
COC(=O)c1cc(NC(=O)C2COc3ccccc3O2)ccc1Cl (stereo not given)	-4	1	-3	-9	-12	-15	-2	1	-1	2
COc1ccc(N2CCN(CCNS(=O)(=O)c3ccc(C)cc3)CC2)cc1	1	0	-1	7	0	-3	3	3	1	6
CCOCCOC(=O)C(C)Oc1ccc(Oc2nc(Cl)ccc2Cl)cc1 (stereo not given)	5	-7	-1	-2	-1	-4	4	0	-11	1
CC(C)OCCCNC(=O)NC(=O)c1ccc(Cl)cc1	-2	1	0	4	-1	-3	9	3	-7	-1
COC(=O)Nc1nnc(-c2ccccc2Cl)s1	-4	0	1	2	-5	-1	6	0	1	0
Cc1ccc(OCCCN2CCCC2)c(C)c1	-4	6	1	-1	17	7	4	2	0	-12
CC(C)(C)C(=O)Nc1ccc(-c2nc3ccccc3c(=O)o2)cc1	4	-2	4	-9	6	8	-4	1	12	-4
CC1CCc2c(sc(NC(=O)c3cccn3C)c2C(N)=O)C1 (stereo not given)	6	-5	-2	-2	11	0	2	2	21	-1
O=C(CN1CCN(c2ccc(Cl)cc2)CC1)Nc1ccc(F)cc1	2	3	4	11	3	-6	-2	1	-6	4
COc1ccc(-c2cc(C(=O)N3CC(C)CC(C)C3)c3ccccc3n2)cc1OC (stereo not given)	5	-9	3	-1	-16	-30	-8	-2	-3	2
OCCNC1=NCCN1	2	4	0	2	7	3	-4	-7	-1	2
COC(=O)/C(C#N)=C\c1c(OC)[nH]c2ccccc12	-3	1	-2	16	12	0	-13	-1	4	11
NS(=O)(=O)c1ccc(NC(=O)CCCCCN2C(=O)c3ccccc3C2=O)cc1	2	3	0	6	0	4	-1	1	5	-5
CCOC(=O)c1c(N)sc(N)c1C(=O)OCC	-4	-5	31*	7	-1	6	-14	0	9	5
Nc1nc2c(Cl)cc(Cl)cc2s1	-1	3	-2	9	-5	-3	-2	7	0	-4
Cc1ccc(C)c(C(=O)NC(C)c2ccc(-n3ccnc3)cc2)c1 (stereo not given)	-2	-3	-4	-1	0	2	-7	1	-5	-3
C=CCc1ccccc1OCC(O)CN1CCN(c2ccccc2OC)CC1 (stereo not given)	-2&4	3&6	2&-2	-1&-1	5&2	2&2	1&-4	-2&0	-9&-1	0&2
COc1ccc2nnc(-c3ccc(C(F)(F)F)cc3)n2n1	1	-4	-1	7	1	0	2	3	0	3
CN(CC(=O)Nc1c(Cl)cccc1Cl)C(=O)c1cc2ccccc2cc1O	-2	-3	2	8	5	-5	8	-2	6	-5
CC(C)COc1cccc(C(=O)Nc2ccc(S(=O)(=O)N3CCOCC3)cc2)c1	-1	6	0	-18	-32	-35	-4	2	4	1
CCCCCc1c(-c2ccccc2OC)ncn1CCc1ccccc1OC	4	-5	2	0	9	/	-9	4	-1	-17
COC(=O)c1cn(CCOc2ccccc2)c2ccccc12	-7	-13	0	-6	-22	-24	-2	3	-7	-14
Cc1ccc(C(C)C)c(OCc2ccc(-c3nnco3)cc2)c1	-4	-2	2	-7	-2	-9	1	4	0	-8
CCC(CCC(=O)NNC(=O)Cc1ccc([N+](=O)[O-])cc1)C(=O)O (stereo not given)	2	-1	-4	-4	-8	-1	-19	11	3	4
COc1ccc(NC(=O)c2cc3c(s2)CCC3)cc1S(=O)(=O)N1CCOCC1	-1	12	-1	0	3	-3	3	4	21	4
Cc1c(C(=O)NCc2cccs2)oc2ccc(S(=O)(=O)N3CCOCC3)cc12	1	-2	3	-9	-1	-7	-5	-1	0	4
NC(=O)c1ccc(NC(=O)COC(=O)CCC(=O)c2ccc(Cl)cc2)cc1	-2	1	2	4	7	-6	0	1	2	1
CC1CCN(S(=O)(=O)c2ccc(NC(=O)c3ccncc3)cc2)CC1	1	0	4	-4	-2	-11	10	-4	-4	-4
COc1ccc(-c2nn(CCC#N)cc2C(=O)Nc2cccc(C(=O)O)c2)cc1OC	0	3	-1	-12	-21	3	-23	1	1	-6
CCOC(=O)c1c(C)[nH]c(C)c1S(=O)(=O)NC1CCN(C(=O)OCC)CC1	1	4	-4	2	2	-4	1	-1	-3	0
O=C(CSc1nnc(-c2cccs2)o1)OCc1ccccc1	5	2	2	-3	4	-6	0	2	-5	-8
O=C(CCC1CCCCC1)NCc1ccccn1	5	3	-1	1	3	2	4	1	-3	2
COc1cccc(C(=O)Nc2ccc3nc(N4CCOCC4)cc(C)c3c2)c1	1	4	-4	16	1	-4	1	-2	4	0
C/C(=N\OCc1ccc(C#N)cc1)c1ccccc1	0	-2	2	-5	-4	-11	10	-4	-1	3
CCOC(=O)Cc1c(C)nc2c(-c3ccc(OC)cc3)c(C)nn2c1C	-4	-4	1	1	-1	-2	5	1	-6	5
CC(C)NC(=O)c1ccccc1N(Cc1ccccc1)S(C)(=O)=O	1	-1	-2	-1	7	-5	-15	-2	2	-2
CN(Cc1ccccc1)Cc1nc2c(c(=O)n(C)c(=O)n2C)n1Cc1ccc(F)cc1	0	8	2	-6	-5	-10	5	3	-11	2
Cc1ccc(-c2nnnn2C2C/C(=N\NC(N)=S)C3OCC2O3)cc1 (stereo not given)	4	-2	13	-6	-1	1	-10	-3	5	-5
CS(=O)(=O)c1ccc2sc(NC(=O)c3cc4ccccc4o3)nc2c1	0	1	0	-5	1	2	2	-1	1	2
O=C(N/N=C/c1cccc([N+](=O)[O-])c1O)C(O)(c1ccccc1)c1ccccc1	-10	28*	4	1	12	11	-16	-7	20	0
COC(=O)[C@]12C[C@H](CC(=O)NCc3ccc(C)o3)C(=O)N(Cc3ccccc3)C1=C[C@H](C(C)(C)C)O[C@@H]2C	-6	-2	12	-6	-9	/	-17	5	4	-10

Arranged by the number under HTRA1 inh (low to high): some entries from above.
Compound,HTRA1 inh
CC(C)NC(=O)c1ccccc1N(Cc1ccccc1)S(C)(=O)=O,-5
COc1cccc(C(=O)Nc2ccc3nc(N4CCOCC4)cc(C)c3c2)c1,-4
CCOC(=O)Cc1c(C)nc2c(-c3ccc(OC)cc3)c(C)nn2c1C,-2

New compounds follow:
SMILES	MBD2 DNA inh	TCR CD3 inh	PRMT1 FP inh	SIAE inh	ABHD4 inh	HTRA1 inh	TDP2 absorb	LEDGF integ inh	rCAG binder	GC-B act
CCn1ncc(/C=N/N=C2\CCC3C4CCc5cc(O)ccc5C4CCC23C)c1C (stereo not given)	5	2	0	-1	-1	-12	0	1	-1	-3
O=C(O)c1ccc(NC(=O)c2ccc(COc3ccccc3)o2)cc1	1	-6	2	-2	-1	0	-4	0	3	0
COc1ccc(S(=O)(=O)NC2CCSc3ccccc32)cc1OC (stereo not given)	-3	5	-1	3	2	2	7	-4	-2	1
CCN(Cc1ccccc1)C(=O)Cn1c(=O)n(CCC(=O)N2CCCCC2)c(=O)c2sccc21	1	-2	-2	3	6	-2	-14	-5	-5	4
COc1cc(C2C(C#N)=C(N)Oc3c2ccc2ccccc32)ccc1OCC(=O)Nc1ccc(C)cc1 (stereo not given)	3	-2	4	-43	-27	-71	9	6	38*	1
O=C(c1cc(-c2ccco2)on1)N1CCOCC1	-2	2	0	-3	-5	-4	-1	7	1	7
O=C(CCl)N(c1ccccc1)C1CCS(=O)(=O)C1 (stereo not given)	1	9	1	0	-2	-11	-5	-3	1	2
COc1cccc(C=Nc2cc(C)on2)c1O	4	-1	2	1	1	11	-2	-1	-1	0
Cc1ccc(CN2CCC(CNC(=O)Nc3ccccc3F)CC2)cc1	-6	5	-9	-4	-2	-1	8	3	-7	-4
CC(C)(C)c1ccc(C(=O)NCC(=O)OCc2ccc([N+](=O)[O-])cc2)cc1	1	-1	1	2	-3	2	8	-5	-1	-4
CCOC(=O)Cc1c(C)nc2c(-c3ccccc3)c[nH]n2c1=O	1	-7	2	1	3	7	0	-5	1	3
CCOc1ccc(S(=O)(=O)Nc2nc3ccccc3nc2Nc2ccc(N3CCOCC3)cc2)cc1	-2	7	12	6	6	10	-2	4	28	7
CC(C)NC(=O)CN1CCN(C(=O)CCl)CC1	-2	-3	1	1	1	11	9	4	-1	1
CC(C)(C)c1ccc(-c2nnc3sc(-c4ccccn4)nn23)cc1	1	7	22*	9	3	-17	4	-1	9	-3
Cc1cc(C)nc(Nc2ccc(C(=O)O)cc2)n1	-1	-6	-1	-2	3	-1	5	-2	2	-2
Cc1cc(Cl)c2oc(C(=O)N(C)Cc3ccon3)c(C)c2c1	2	-7	0	-5	-8	-7	-16	5	0	-4
O=C(c1cccc(S(=O)(=O)N2CCOCC2)c1)N1CCCCCC1	1	0	1	-3	3	-2	-10	3	0	6
Cc1nc2ccc(NC(=O)COc3ccccc3)cc2s1	1	2	1	-3	-2	-5	2	-2	-3	-8
